CCHF vOTU inh: blocks the CCHF virus ovarian tumor domain protease | CCHFV vOTU protease, Pep-AMC fluorescence | inhibition, % at 11.5 µM | 0.55% of 370,000 active; in the data active means inhibition above about 30%; further: 0% = vehicle wells with enzyme and 100% = no enzyme wells
BoNT A protease: blocks Botulinum neurotoxin A light chain protease. 0.17% of 360,000 active. multiplex microsphere protease substrate cleavage, flow cytometry. inhibition, % at 10 µM; further: plate controls were buffer without enzyme for full effect and enzyme alone for no effect
TcdB inh: inhibitors of Clostridioides difficile toxin B glycohydrolase | P18177 | TcdB glycohydrolase enzymatic assay, plate reader | inhibition, % at 9.99 µM | 0.24% of 350,000 active | AID 652162; in the data active means inhibition above about 10%
BoNT F protease: blocks Botulinum neurotoxin F light chain protease. Multiplex microsphere protease cleavage assay, flow cytometry. 0.22% of 360,000 active. inhibition, % at 10 µM; in the data active means inhibition above about 35%, passing the limit was not always enough; further: plate controls were buffer without enzyme for full effect and enzyme alone for no effect
Anthrax LF prot: anthrax lethal factor protease inhibition; multiplex microsphere protease cleavage assay, LF; P15917; 0.12% of 360,000 active; inhibition, % at 10 µM; further: plate controls were buffer without enzyme for full effect and enzyme alone for no effect
Target sequence (P15917 whole entry, looked up): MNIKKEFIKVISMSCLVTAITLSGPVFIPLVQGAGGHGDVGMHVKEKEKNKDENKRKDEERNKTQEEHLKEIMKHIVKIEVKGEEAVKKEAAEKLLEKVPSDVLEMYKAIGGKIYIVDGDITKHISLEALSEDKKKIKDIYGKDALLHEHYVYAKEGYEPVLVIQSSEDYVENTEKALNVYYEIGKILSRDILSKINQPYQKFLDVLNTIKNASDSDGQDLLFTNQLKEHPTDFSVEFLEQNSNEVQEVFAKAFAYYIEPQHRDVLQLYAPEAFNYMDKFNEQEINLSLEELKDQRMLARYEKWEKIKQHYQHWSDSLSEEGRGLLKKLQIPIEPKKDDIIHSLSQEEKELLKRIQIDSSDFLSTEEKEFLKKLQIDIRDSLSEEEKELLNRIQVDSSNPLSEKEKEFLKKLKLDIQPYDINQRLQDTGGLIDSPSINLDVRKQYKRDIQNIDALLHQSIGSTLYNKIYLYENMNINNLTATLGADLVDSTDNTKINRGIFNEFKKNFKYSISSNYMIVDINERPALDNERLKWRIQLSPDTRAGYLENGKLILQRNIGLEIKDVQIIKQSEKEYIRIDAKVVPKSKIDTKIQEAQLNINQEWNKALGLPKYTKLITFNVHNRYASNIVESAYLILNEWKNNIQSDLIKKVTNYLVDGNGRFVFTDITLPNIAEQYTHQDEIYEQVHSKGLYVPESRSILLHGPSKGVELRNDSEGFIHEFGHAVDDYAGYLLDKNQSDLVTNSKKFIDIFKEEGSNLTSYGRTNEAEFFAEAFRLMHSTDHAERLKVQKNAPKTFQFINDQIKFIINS
FadD28 FP inh: inhibitors of Mycobacterium tuberculosis FadD28 bisubstrate binding. 0.22% of 360,000 active. inhibition, % at 12.5 µM. AID 588549. FadD28 bisubstrate probe binding, fluorescence polarization; in the data active means inhibition above about 8.5%, passing the limit was not always enough
Yp Topo-I inh: blocks Yersinia pestis topoisomerase I activity; Y. pestis Topo-I cleavage product accumulation, plate reader; activity, % at 10 µM; 0.064% of 360,000 active; in the data active means activity above about 50%, passing the limit was not always enough; further: inactives centre near 2
PfHsp40 yeast: restores yeast growth despite PfHsp40 toxicity | S. cerevisiae expressing PfHsp40, growth rescue, ATP luminescence | 0.68% of 340,000 active | growth rescue, % at 12.5 µM; in the data active means growth rescue above about 28%, passing the limit was not always enough;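 further: yeast W303a lacking pdr1 and pdr3 grown in galactose medium; growth measured after three days at 30 °C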
PrPC surface inh: reduces human prion protein on the cell surface; 0.43% of 370,000 active; cell surface PrPC, TR-FRET read-out; P04156; inhibition, % at 13.8 µM; AID 720596; in the data active means inhibition above about 24%; further: 0% = median of the test wells and 100% = reference compound wells
The depositor's hits bear a star; . = not tested or not shown. Unless noted, no stated cut-off is given here; in the data, active means inhibition above about 30%; inconclusive means no clear call, values can overlap the other calls; inactive means below that.

cpd	compound	CCHF vOTU inh	BoNT A protease	TcdB inh	BoNT F protease	Anthrax LF prot	FadD28 FP inh	Yp Topo-I inh	PfHsp40 yeast	PrPC surface inh
1	O=c1c(Cc2ccc(F)cc2)c(O)ccn1CC1CCCO1 (configuration not stated)	3	-0.9	2.4	2	2	-1.8	5	-2.4	2
2	CCOc1ccc(CCNC(=O)c2ccc(C)c(NC3=NC4CS(=O)(=O)CC4S3)c2)cc1 (configuration not stated)	4	-0.1	0.3	-1	-1	0.3	5	0.8	-4
3	COc1cc(C(=O)NCC(=O)N/N=C\C(C)=C/c2ccccc2)cc(OC)c1OC	18	-1.4	0.0	1	-4	-0.2	-4	0.7	-12
4	O=C1NCCCc2c1no[n+]2[O-]	4	-1.5	.	-14	-2	1.1	-3	0.1	-1
5	COc1ccc(NC(=S)N(CCC(C)C)C2CCN(C(C)C)CC2)cc1	3	-1.1	1.1	-5	-1	.	-10	0.2	-2
6	Cc1cc(=O)n2c3c(cccc13)CCC2	13	-0.7	.	2	-3	-0.1	-9	-0.6	7
7	Cc1cccc(NC(=O)CSc2nc(C)c(Cc3ccccc3)c(=O)[nH]2)c1	9	0.4	-0.9	-4	4	-3.8	24	0.0	-7
8	COc1cc(C(=O)NCC(c2cccs2)N2CCOCC2)ccc1OCc1ccccc1 (configuration not stated)	-1	0.1	0.1	-5	-5	-1.6	-6	.	-3
9	CCN1CCCCC(=N/O)/C(=N/O)CCCC1	-8	-1.0	0.8	38*	5	-1.8	6	-1.2	-9
10	CC1CCN(C(=O)CSc2ccc(-c3cccc([N+](=O)[O-])c3)nn2)CC1	6	0.1	1.3	-8	-2	0.0	13	-0.6	-10
11	Cc1c(NC(=O)CSc2ccc(Cl)cc2)cccc1-c1nc2cc(Cl)ccc2o1	-7	0.3	0.5	-2	0	-1.9	-4	13	-3
12	CCCCc1nnc(NC(=O)CC(=O)Nc2ccccc2C(=O)O)s1	-10	-0.3	.	4	9	5.4	3	-1.5	3
13	COC(=O)CSc1ncc(S(=O)(=O)c2ccccc2)c(=O)[nH]1	6	-0.7	0.3	9	4	-1.3	0	0.3	4
14	Cc1ccc(OCc2n[nH]c(=S)n2-c2ccccc2)cc1C	-3	-0.5	2.7	7	7	0.0	4	.	2
15	Cn1c(SCc2ccc(C(=O)Nc3nccs3)cc2)nnc1-c1ccccc1	-1	0.1	.	-9	-3	-1.4	24	-0.5	-5
16	CCCCC[C@@H](C)N1C[C@@H](COCc2ccccc2)Oc2cc(N3CC[C@H](N(C)C)C3)ccc2S1(=O)=O	25	0.9	0.1	-16	-6	.	.	.	-4
17	CCNC(=S)N1CCC(n2cnc3ccccc32)CC1	-14	0.1	1.3	2	-3	-4.8	2	0.0	-5
18	CC(=O)C[C@@H](O)CC(=O)[C@@H]1OC(=O)CCCCCc2ccccc21	5	-0.3	2.4	-4	-4	-2.0	3	-0.5	13
19	Nc1nc(N)nc(COc2ccccc2)n1	7	-0.2	0.0	13	-2	1.6	4	1.0	7
20	Cc1cccc(C)c1NC(=O)CN(C)CC(=O)Nc1sc2c(c1C(N)=O)CCC2	0	5.6	0.7	14	6	-0.9	-5	-0.4	-2
21	O=C(OCc1cccc([N+](=O)[O-])c1)c1ccc2ccccc2n1	-2	-0.4	0.6	-4	0	-5.4	0	-0.7	-5
22	CSCC[C@H](NC(=O)[C@@H]1Cc2ccccc2CN1)C(=O)NC(C)c1ccccc1 (some centres not stated)	10	2.0	1.6	-5	2	-3.7	-2	0.3	2
23	O=C(O)c1oc2ccccc2c1CSc1ccccn1	3	0.1	.	-2	-8	-4.5	-3	-1.7	2
24	CC(C)n1nnnc1SCC(=O)Nc1cccc(F)c1	4	2.8	-1.3	8	1	-3.4	-2	-2.0	8
25	Cn1c(N)c(C(=O)c2cc(-c3ccccn3)nc3ccccc23)c(=O)[nH]c1=O	-9	2.2	.	5	-4	-0.4	1	0.1	6
26	CCOc1ccc(S(=O)(=O)Nc2ccc3c(c2)OCO3)c2cccnc12	13	-0.3	.	-21	-6	-0.4	-2	-0.2	1
27	O=C(/C=C/c1ccccc1[N+](=O)[O-])Nc1ccc(S(=O)(=O)Nc2ncccn2)cc1	9	-0.4	-0.9	12	2	-0.9	-4	-1.3	-27
28	O=C(NNC(=O)c1n[nH]c(=O)c2ccccc12)c1ccc(Br)cc1	4	0.2	-0.9	-2	-4	-2.6	-2	0.4	2
29	CCN(CC(=O)Nc1ccccc1Br)Cc1nc2ccccc2c(=O)[nH]1	1	-0.3	.	-2	-5	-0.9	8	0.1	2
30	CCOc1nc(Nc2ccc(OC)c(Cl)c2)nc(OCC)n1	7	0.3	.	15	5	-1.7	0	-0.4	-1

cpd	compound	CCHF vOTU inh	BoNT A protease	TcdB inh	BoNT F protease	Anthrax LF prot	FadD28 FP inh	Yp Topo-I inh	PfHsp40 yeast	PrPC surface inh
31	CC(C)(C)c1ccc(N2C(=O)CSC2c2cccnc2)cc1 (configuration not stated)	-8	-0.6	0.0	3	-10	-1.0	-7	-0.4	11
32	O=C(O)CCN1C(=O)C2C3CC(C2C1=O)C1C(c2ccccc2)c2sc(=O)n(-c4ccccc4)c2SC31 (configuration not stated)	-3	0.8	-0.2	2	2	-0.6	3	0.9	-5
33	CN1CCN(c2cc(=O)n(C3CCCCC3)c(=O)[nH]2)CC1	7	-0.7	1.5	-6	1	-2.1	-4	0.5	-9
34	CN1C(=O)C(=O)N(c2cccc(C(F)(F)F)c2)C1=O	-5	-0.6	-0.7	0	0	-2.1	-7	-1.1	0
35	CC(=O)c1cc(C#N)c(SCc2ccc([N+](=O)[O-])cc2)nc1C	6	-0.2	0.7	-4	-6	0.0	1	0.2	-11
36	O=C(O)/C=C/C(O)c1ccc(Cl)cc1 (configuration not stated)	-3	-2.4	0.8	-30	-8	0.0	20	-0.9	7
37	Cn1ccnc1SCC(=O)Nc1ccc(F)c([N+](=O)[O-])c1	-1	-0.5	-1.7	-1	-2	-2.7	-7	0.2	-18
38	CC1(NC(=S)Nc2ccccc2)CCS(=O)(=O)C1 (configuration not stated)	-5	0.3	1.3	0	-10	-1.8	0	.	6
39	Cc1cc2c(cc1C)NC(=O)CC(c1ccccc1)=N2	-6	-0.5	1.4	-7	-5	-5.9	3	-0.3	-3
40	O=C(Nc1cccc(C(=O)N2CCOCC2)c1)c1cccnc1	9	-1.2	.	-11	-12	-2.1	0	-0.9	8
41	O=C(COC(=O)c1c[nH]c2ccccc12)NCc1ccccc1	2	-0.5	-0.2	-6	3	-0.4	5	.	-5
42	CCOc1ccc(/C(O)=C2/C(=O)C(=O)N(c3ncccn3)C2c2ccc(Cl)cc2)cc1 (configuration not stated)	7	-0.1	-0.7	8	5	-3.3	2	.	2
43	CN(C)S(=O)(=O)c1c(Cl)cccc1Cl	-3	0.7	.	1	0	0.3	2	-1.7	4
44	Cc1ccc(/C=N/n2cc(-c3ccccc3)[nH]c2=S)s1	0	-0.4	2.5	-3	-1	-1.6	0	3.3	-7
45	C/C(=N/NC(=O)c1cc2ccccc2cc1O)C1C(=O)c2ccccc2C1=O	29	-0.8	.	-16	-1	37*	4	-0.5	2
46	CC1CCCN(CCCOc2ccc([N+](=O)[O-])cc2)C1 (configuration not stated)	1	0.1	0.0	-1	-2	-1.7	1	0.4	-2
47	Cc1ccsc1/C=N/NC(=O)Cn1nc(C)c([N+](=O)[O-])c1C	-1	0.5	1.6	9	0	0.4	2	0.0	6
48	CCCCNC(=O)c1onc(CSc2cc(C)ccc2C)c1C(=O)O	11	-0.6	2.1	0	-3	-0.4	7	0.5	1
49	Cc1ccc(OC(=O)c2ccc3c(=O)n4c(nc3c2)CCC4)cc1	-5	0.6	2.8	-2	-2	-7.3	12	1.7	0
50	Cc1onc(-c2c(Cl)cccc2Cl)c1C(O)c1ccccc1 (configuration not stated)	2	-4.3	2.1	-8	-16	-4.0	-1	-3.5	-2
51	CCOCCCNCc1cc(Cl)cc(Cl)c1OCC	0	-0.6	0.4	-25	-7	0.3	-2	0.4	2
52	CC(NC(=O)CN(C)S(=O)(=O)c1ccc2c(c1)c(=O)n(C)c(=O)n2C)c1ccccc1 (configuration not stated)	-1	-0.2	1.1	4	-2	-0.6	7	-1.6	-5
53	Cc1cc2oc(C(=O)N(Cc3ccco3)C3CCS(=O)(=O)C3)cc(=O)c2cc1Cl (configuration not stated)	-2	0.5	.	3	3	-2.4	4	0.4	-11
54	O=[N+]([O-])c1ccc(Cl)c(S(=O)(=O)Nc2ccc(-c3ccc(N4CCOCC4)nn3)cc2)c1	1	-3.8	1.5	-12	4	-0.2	4	1.4	-7
55	O=C(O)C1Nc2c(C(F)(F)F)ccc(Cl)c2C2C=CCC12 (configuration not stated)	-6	-4.4	1.5	-19	40*	4.5	-10	0.2	-4
56	NP(=O)(OCCCc1ccccc1)c1ccccc1 (configuration not stated)	7	-0.8	2.8	-5	-8	-3.4	-4	-1.6	4
57	CCCCn1c(N)c(N(C)C(=O)c2cn(-c3ccccc3)nc2-c2ccccc2)c(=O)[nH]c1=O	-1	0.4	2.6	2	0	-2.7	2	1.2	-2
58	CCCOc1ccc(/C=N/NC(=O)c2nnn(-c3nonc3N)c2-c2cccs2)cc1OC	-24	1.0	-1.2	-2	-3	-7.9	0	-1.0	-9
59	CCCC(C(=O)NCc1ccco1)N(C(=O)CNS(=O)(=O)c1ccccc1)c1ccccc1OC (configuration not stated)	19	0.4	.	-12	0	0.2	17	-0.9	5
60	COc1ccccc1NC(=S)N(Cc1ccccn1)Cc1ccccc1Cl	14	0.7	1.5	-1	-4	-5.6	4	-0.3	10
61	COc1ccc(NC(=O)/C=C/C(=O)O)c(OC)c1	-1	.	0.9	.	.	-2.5	-13	-0.3	2
62	COc1cc(C2=Nc3ccc(Br)cc3C(c3ccccc3)N2CC(=O)NN)cc(OC)c1OC (configuration not stated)	-2	0.2	1.1	-8	-5	-3.2	6	.	-6

Sorted by number of heavy atoms (ascending): four of the compounds above.
cpd	compound	CCHF vOTU inh	BoNT A protease	TcdB inh	BoNT F protease	Anthrax LF prot	FadD28 FP inh	Yp Topo-I inh	PfHsp40 yeast	PrPC surface inh
43	CN(C)S(=O)(=O)c1c(Cl)cccc1Cl	-3	0.7	.	1	0	0.3	2	-1.7	4
55	O=C(O)C1Nc2c(C(F)(F)F)ccc(Cl)c2C2C=CCC12 (configuration not stated)	-6	-4.4	1.5	-19	40*	4.5	-10	0.2	-4
41	O=C(COC(=O)c1c[nH]c2ccccc12)NCc1ccccc1	2	-0.5	-0.2	-6	3	-0.4	5	.	-5
53	Cc1cc2oc(C(=O)N(Cc3ccco3)C3CCS(=O)(=O)C3)cc(=O)c2cc1Cl (configuration not stated)	-2	0.5	.	3	3	-2.4	4	0.4	-11

Source: PubChem BioAssay (several laboratories)
